High-throughput results from PubChem.
GPR151 activ – human GPR151 activation; 650,000 compounds, 1% hits; PathHunter beta-arrestin GPR151 cells, luminescence; AID 1508602; activation, % at 11.2 µM; in the data active = activation above about 4.9%;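 also: 0% = median of compound wells and 100% = cells with positive control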
Target sequence (Q8TDV0 whole entry, looked up): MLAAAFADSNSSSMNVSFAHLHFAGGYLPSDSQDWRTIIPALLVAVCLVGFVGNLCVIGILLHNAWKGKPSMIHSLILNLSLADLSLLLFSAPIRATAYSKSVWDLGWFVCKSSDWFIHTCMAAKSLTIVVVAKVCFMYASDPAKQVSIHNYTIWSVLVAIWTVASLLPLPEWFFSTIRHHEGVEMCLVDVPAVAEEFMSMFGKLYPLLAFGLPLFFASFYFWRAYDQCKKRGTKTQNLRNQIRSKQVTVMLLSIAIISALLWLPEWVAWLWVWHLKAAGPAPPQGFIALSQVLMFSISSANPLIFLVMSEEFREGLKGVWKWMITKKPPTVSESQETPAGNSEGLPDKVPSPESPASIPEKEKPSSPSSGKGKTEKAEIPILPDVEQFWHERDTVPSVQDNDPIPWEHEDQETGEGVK
MITF inh – inhibitors of human MITF | 650,000 compounds, 0.91% hits | AlphaScreen MITF homodimerization, bead proximity signal | inhibition, % at 2.6 µM; in the data active = inhibition above about 50%;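 also: 0% = vehicle wells with protein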
Target sequence (O75030 whole entry, looked up): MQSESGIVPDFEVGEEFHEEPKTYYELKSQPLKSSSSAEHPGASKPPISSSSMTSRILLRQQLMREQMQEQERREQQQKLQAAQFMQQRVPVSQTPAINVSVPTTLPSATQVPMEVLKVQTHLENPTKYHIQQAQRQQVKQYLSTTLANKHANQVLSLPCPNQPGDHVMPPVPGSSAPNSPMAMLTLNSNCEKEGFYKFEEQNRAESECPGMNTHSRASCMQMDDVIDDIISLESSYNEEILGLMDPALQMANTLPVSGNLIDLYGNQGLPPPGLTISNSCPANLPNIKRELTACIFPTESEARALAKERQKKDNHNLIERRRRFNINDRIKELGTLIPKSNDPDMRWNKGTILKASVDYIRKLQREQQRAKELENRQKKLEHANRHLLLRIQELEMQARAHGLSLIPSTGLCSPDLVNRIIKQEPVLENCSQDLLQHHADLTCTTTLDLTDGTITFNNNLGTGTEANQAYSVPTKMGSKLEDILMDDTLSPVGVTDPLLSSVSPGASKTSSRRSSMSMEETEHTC
FBW7 act – human FBW7 E3 ligase activation, primary screen. AlphaScreen FBW7–phospho-cyclin E peptide binding, activator screen. Q969H0. 650,000 compounds, 0.13% hits. normalized activity (activation), % at 26.1 µM; in the data active = normalized activity above about 1.9%;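 also: purified mutant Fbw7 with reduced substrate affinity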
TEAD-YAP inh – TEAD-YAP interaction inhibition. HEK-TIYL cells, TEAD-Gal4/YAP UAS-luciferase luminescence. 640,000 compounds, 1.4% hits. inhibition, % at 9.12 µM; in the data active = inhibition above about 32%;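 also: 0% = median of test compound wells and 100% = reference inhibitor wells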
* = called active by the depositor; . = not tested or not shown; & = joins results of further samples.

Under each structure: GPR151 activ, TEAD-YAP inh, FBW7 act, MITF inh
NC(=O)c1ccsc1NC(=O)CN1C(=O)C2CC=CCC2C1=O (stereo not given)
    0.5, -12, 0.2, 2
COc1cc(OC)cc(C(=O)Nc2cccc(-c3nc4cc(Cl)ccc4o3)c2)c1
    0.2, -18, 0.5, 15
COC(=O)C1CCCCN1Cc1nc(N2CCCCC2)c2cc(OC)c(OC)cc2n1 (stereo not given)
    1.0, -4, -0.1, -6
Cc1cc(C(=O)N(CCN2CCOCC2)c2nc3ccc(F)cc3s2)on1
    -1.8, -34, 0.4, 14
O=C(Nc1nnc(SCCN2CCOCC2)s1)C1CC1
    0.3, -2, 0.6, 5
CC1=C(C(=O)Nc2ccc(Cl)cc2)C(c2ccco2)C(C#N)=C(SCC(=O)Nc2ccc(C)cc2)N1 (stereo not given)
    1.5, 7, 0.0, 8
Cc1cc(C(F)(F)F)nc2nc(NC(=O)C(C)C)ccc12
    -0.9, 5, 0.3, -10
N#Cc1c(NC(=S)NC(=O)c2ccc(Cl)cc2Cl)sc2c1CCCCCC2
    2.3, 0, -0.2, -1
Cc1ccc(C)c(S(=O)(=O)c2c[nH]c(=S)[nH]c2=O)c1
    0.2, 8, 0.0, -2
CC1CCN=C(N)S1 (stereo not given)
    -1.3&-0.3, 8, 0.0&0.3, -3&0

The results go on:
Under each structure: GPR151 activ, TEAD-YAP inh, FBW7 act, MITF inh
Cc1cccc(-n2nc3c(c2NC(=O)CC2CCCCC2)CSC3)c1C
    1.7, 6, -0.1, 8
COc1ccc(-c2noc(-c3cc4ccc(OC)cc4oc3=O)n2)cc1
    4.2, -2, -0.1, -2
Cc1noc(C)c1S(=O)(=O)N1CCN(c2ccc(Cl)cc2)CC1
    0.4, -9, 0.0, 2
CCOC(=O)c1csc(Nc2nc3c(SC)cccc3s2)n1
    0.4, -7, 0.0, -7
Cc1[nH]c2ccccc2c1C(c1cccnc1)c1c(C)[nH]c2ccccc12
    -0.1, -6, -0.1, 16
Cc1cc(N)nc(N2CCCC2CO)n1 (stereo not given)
    0.3, 1, 0.0, 14
COc1ccc(NS(=O)(=O)c2ccc(-n3cnnn3)cc2)cc1
    -1.3, 11, 0.3, 17
O=C(CN1C(=O)C2C3C=CC(C4CC34)C2C1=O)OCc1ccccc1Cl (stereo not given)
    -0.8, 8, 0.1, 15
Cc1cccc(NC(=O)/C(C#N)=C\c2ccc(O)cc2)c1C
    0.4, 4, 0.7, -4
CCc1ccccc1Nc1nc(-c2sc(N)nc2C)cs1
    -1.1, -2, 0.5, 9

Continued.
Under each structure: GPR151 activ, TEAD-YAP inh, FBW7 act, MITF inh
Cc1ccc(N2C(=O)c3nccnc3C2=O)c(Cl)c1
    -1.3, 7, 0.1, 13
CS(=O)(=O)c1ccccc1C(=O)Nc1ccccc1-c1nc2ccccc2[nH]1
    -0.6, -10, 0.0, -8
N#C/C(=C(/O)COC(=O)CCN1C(=O)C2CCCCC2C1=O)c1nc2ccccc2[nH]1 (stereo not given)
    0.2, 0, -0.4, 0
O=C(O)CNC(=O)c1ccc(Oc2ccccc2)cc1
    -1.1, 5, 0.0, 19
O=C(Nc1ccc(Cl)cc1)N1c2ccccc2CCc2ccccc21
    0.3, -18, 1.3, 8
CCC(C)(C)NC(=O)CN(Cc1ccccc1)C(=O)CCC(=O)Nc1nccs1
    -1.4, 7, -0.1, -3
CC(C)(C)c1cc(CCCOC(=O)c2ccccc2C(=O)OCCCc2cc(C(C)(C)C)c(O)c(C(C)(C)C)c2)cc(C(C)(C)C)c1O
    -0.1, 9, 0.1, 4
CCOC(=O)CNC(=O)c1sc2ncnc(N3CCN(c4ccccc4OC)CC3)c2c1C
    -1.2, 10, 0.2, 9
Cc1onc(-c2ccccc2Cl)c1C(=O)Nc1nnc(-c2cccc([N+](=O)[O-])c2)s1
    0.8, -1, 0.0, 5
CC12CCC(C(=O)O/N=C(\C#N)c3nc4ccccc4s3)(OC1=O)C2(C)C (stereo not given)
    -0.4, 7, -0.1, -12

Additional records.
Under each structure: GPR151 activ, TEAD-YAP inh, FBW7 act, MITF inh
COc1ccc(S(=O)(=O)N2CCN(C3CCCC3)CC2)cc1
    0.3, -7, -0.2, 21
CN(C)c1ccc(/C=c2\sc3n(c2=O)C(N)=C(C#N)C(c2ccc(N(C)C)c(Br)c2)C=3C#N)cc1Br (stereo not given)
    0.2, -1, 0.1, 18
NS(=O)(=O)c1ccc(CCNc2ccc(Cl)cc2[N+](=O)[O-])cc1
    -0.5, 13, -0.1, -2
Cc1ccc(-n2nc3c(c2NC(=O)COc2ccc(Cl)cc2Cl)CS(=O)(=O)C3)c(C)c1
    -1.4, 3, 0.7, -1
CCc1ccc(NC(=O)CN(c2ccccc2[N+](=O)[O-])S(=O)(=O)c2ccccc2)cc1
    -2.4, 9, 0.8, 13
CC1CN(C(=O)c2cc3c(=O)n(C)c(=O)n(C)c3s2)CC(C)O1 (stereo not given)
    -1.1, 7, -0.1, 9
CS(=O)(=O)c1cc(C(=O)O)ccc1Cl
    1.0, 6, 0.0, 9
NC(N)=NS(=O)(=O)c1ccc(NC(=S)NC(=O)/C=C/c2ccco2)cc1
    -0.6, 1, 0.1, 10
Cn1nc(C(C)(C)C)cc1C(=O)N1CCc2c(nc(N3CCOCC3)[nH]c2=O)C1
    1.1, -10, 0.4, 1
CSc1ccc(S(=O)(=O)NC(C)(C)C)cc1
    -1.1, 10, -0.1, -14

Fetched by compound from above, three records:
Under each structure: GPR151 activ, TEAD-YAP inh, FBW7 act, MITF inh
COc1ccc(S(=O)(=O)N2CCN(C3CCCC3)CC2)cc1
    0.3, -7, -0.2, 21
CN(C)c1ccc(/C=c2\sc3n(c2=O)C(N)=C(C#N)C(c2ccc(N(C)C)c(Br)c2)C=3C#N)cc1Br (stereo not given)
    0.2, -1, 0.1, 18
CS(=O)(=O)c1cc(C(=O)O)ccc1Cl
    1.0, 6, 0.0, 9

Carrying on.
Under each structure: GPR151 activ, TEAD-YAP inh, FBW7 act, MITF inh
COc1ccc(NC(=O)C2CC(c3ccc(Cl)cc3)=NO2)cc1 (stereo not given)
    0.3, 3, 0.2, 14
O=C(Nc1ccc(F)c(F)c1F)c1ccc(Br)cc1
    -2.2, -30, -0.1, -20
CN(CC(=O)Nc1ccc(F)c(F)c1F)CN1C(=O)C2CC=CCC2C1=O (stereo not given)
    -0.3, 4, -0.1, 3
CC(=O)NCCOc1cccc2ccc(C)nc12
    -0.3, -4, 0.1, 8
CCN(CC)CCN(CC)Cc1ccc(SC)cc1
    0.0, 6, -0.1, -13
CN1CCN(S(=O)(=O)c2cccc(F)c2)CC1
    -1.2, -11, 0.0, 16
CC(C)(C)c1ccc(-c2csc(NNC3=NCCCCC3)n2)cc1
    1.0, 3, -0.1, -8
CCOc1c(O)ccc(/C=N/n2c(C)nnc2-n2nc(C)cc2C)c1[N+](=O)[O-]
    0.2, 5, -0.1, 1
O=C(O)CCCCCNC(=O)c1cc(Br)ccc1O
    -1.2, 7, 0.2, 2
CCOCCCNC(=O)CSc1nnc2c3cc(CC)ccc3n(C)c2n1
    -0.2, 0, -0.1, -16

(list continues)
Under each structure: GPR151 activ, TEAD-YAP inh, FBW7 act, MITF inh
Cc1ccccc1-n1nc2c(c1NC(=O)c1ccc(S(=O)(=O)N3CCCC3)cc1)CS(=O)(=O)C2
    -0.2, -5, -0.1, 4
CCOC(=O)C1CCN(C(=O)C2(NC(=O)Nc3c(C)cccc3C)CCCCC2)CC1
    0.5, 3, -0.1, -7
COC(=O)C(C)(C)ONC(=O)Nc1ccc(C)cc1
    0.1, -7, 0.1, -2
CCOC(=O)C1=C(C)NC(C)=C(C(=O)OCC)C1c1ccc(C(C)C)cc1
    0.5, 0, 0.2, 8
C=CC(C)(O)C(=O)OCC(C)C (stereo not given)
    -1.0, 12, 0.2, 10
Cc1ncsc1CCOC(=O)c1ccc2c(c1)S(=O)(=O)c1ccccc1C2=O
    -0.2, 4, -0.2, 1
CCC(CC)N[C@@H]1C[C@@H](C(=O)NC)N(Cc2cccc3ccccc23)C1
    3.7, -5, 0.0, 7
Cc1ccc(C(=O)N/C(=C\c2ccccc2)C(=O)NCC2CCCO2)cc1 (stereo not given)
    1.5, 5, 0.0, 2
CS(=O)(=O)c1ccc(N2CCCN(C(=O)/C=C/c3ccccc3)CC2)cc1
    -0.5, 4, -0.1, 3
CCOC(=O)c1ccc(Nc2nnc(-c3cc4ccc(N(CC)CC)cc4oc3=O)s2)cc1
    -0.9, -2, 0.1, -15

More structures follow.
Under each structure: GPR151 activ, TEAD-YAP inh, FBW7 act, MITF inh
Nc1nc(-c2ccc(N3CCOCC3)nc2)nc2nc[nH]c12
    0.6, 3, 0.0, -4
COc1ccccc1N1C(=O)C2C(C(C)=O)=NN(c3cccc(Cl)c3)C2C1=O (stereo not given)
    0.1, 2, -0.1, -12
Cc1cc2nc(C3CCCCN3C(=O)c3cnn(C(C)C)c3)[nH]c2cc1C (stereo not given)
    -0.3, 5, 0.0, 12
COc1ccc2c(c1)c(CC(=O)O)c(C)n2Cc1ccc(Cl)cc1
    -2.8, 5, 0.0, -13
COc1ccc(S(=O)(=O)N2CCN(c3ccc(F)cc3)CC2)cc1OC
    -1.0, -17, 0.1, 19
O=C1CC2(CCN(C(=O)c3ccc(Cl)c([N+](=O)[O-])c3)CC2)Oc2ccccc21
    1.1, 1, 0.0, 7
CC(C)NS(=O)(=O)c1ccc(NC(=O)c2ccc([N+](=O)[O-])cc2)cc1
    2.4, -1, -0.1, -17
Cc1ccc(NC(=O)N(Cc2cc3cc4c(cc3[nH]c2=O)OCCO4)CC2CCCO2)cc1 (stereo not given)
    0.9, 55*, -0.1, 8
Cc1sc2ncn(CC(=O)NCCCC(=O)NCCCN3CCN(C)CC3)c(=O)c2c1C
    2.2, -15, -0.2, -4
Cc1cccc(C)c1-n1c(SCc2ccc(C(C)(C)C)cc2)nc2c(sc(=S)n2CCc2ccccc2)c1=O
    3.1, -8, -0.2, -5

Next part
Under each structure: GPR151 activ, TEAD-YAP inh, FBW7 act, MITF inh
O=C(COc1cc(Cl)ccc1Cl)c1ccc[nH]1
    4.5, -14, 0.0, 0
CC(=O)NCc1nnc2n1CCN(C/C(C)=C/c1ccccc1)CC2
    3.7, -3, 0.1, 0
C[C@]12CC[C@@H]3c4ccc(O)cc4C[C@@H](CCCCCCCCCS(=O)CCCC(F)(F)C(F)(F)F)C3[C@@H]1CC[C@@H]2O (stereo not given in full)
    1.2&-0.6, ., 0.5&0.2, -9&13
O=C(NCCc1ccccc1)C1CCN(Cc2ccc(F)cc2)CC1
    0.4, 6, -0.4, 35
CC(=O)Oc1ccc(/C=C(/NC(=O)c2ccccc2)C(=O)Nc2cccc(C(=O)O)c2)cc1
    -1.5, -8, 0.0, 3
COc1ccccc1N1CCN(Cc2nc(-c3ccc(C)cc3)no2)CC1
    -0.3, -3, 0.1, 1
COc1ccc(OC)c(C(=O)CSc2nc3cccnc3n2C)c1
    -0.2, 4, -0.1, 9
CC(C)(CNC(=O)c1ccc2c(c1)OCO2)CNC(=O)c1ccc2c(c1)OCO2
    0.3, -5, -0.2, 2
O=C1CCC(=O)N1CCSC(=S)N1CCCC1
    -0.3, -8, -0.1, -5
CCC(=O)Nc1ccc(N2CCN(C(=O)CC)CC2)c(Cl)c1
    -1.2, -2, 0.3, 18

(next part)
Under each structure: GPR151 activ, TEAD-YAP inh, FBW7 act, MITF inh
Cc1nc(NCC(O)c2ccccc2)c2c3c(sc2n1)CCCC3 (stereo not given)
    0.3, 4, -0.1, -3
O=C(Nc1ccccc1C(=O)O)c1cccc(S(=O)(=O)Nc2ccccc2F)c1
    -0.4, 7, 0.9, 9
COc1cc(S(=O)(=O)n2nnc3ccccc32)ccc1Cl
    1.2, -6, 0.0, -8
CC(C)(C)C(=O)COC(=O)/C=C/c1ccc(S(=O)(=O)N2CCCCCC2)cc1
    1.2, -1, -0.1, -3
N#Cc1c(NC(=O)CC2CCCC2)sc2c1CCC2
    0.0, -12, -0.1, -14
CCOC(=O)N1CCN(c2ccc([N+](=O)[O-])cc2)CC1
    -0.1, -2, -0.1, 0
Cc1cc2nc(Cc3ccc(Br)cc3)c(=O)[nH]c2cc1C
    -0.9, 2, 0.0, -12
O=C1C2C3C=CC(C3)C2C(=O)N1c1cccc(O)c1 (stereo not given)
    0.0, -5, 0.3, 16
COc1ccc(Cl)cc1C(=O)N1CCC2(CC1)CC(=O)c1ccccc1O2
    -0.3, -2, -0.1, 2
CCCCC1CN(CCNC(=O)CCC2NC(=O)NC2=O)Cc2ccccc2O1 (stereo not given)
    -1.2, -8, 0.0, -3

In a second layout: entries from further up.
Cc1cc2nc(Cc3ccc(Br)cc3)c(=O)[nH]c2cc1C
  GPR151 activ: -0.9
  TEAD-YAP inh: 2
  FBW7 act: 0.0
  MITF inh: -12
O=C1C2C3C=CC(C3)C2C(=O)N1c1cccc(O)c1 (stereo not given)
  GPR151 activ: 0.0
  TEAD-YAP inh: -5
  FBW7 act: 0.3
  MITF inh: 16
N#Cc1c(NC(=O)CC2CCCC2)sc2c1CCC2
  GPR151 activ: 0.0
  TEAD-YAP inh: -12
  FBW7 act: -0.1
  MITF inh: -14

Further records follow:
Under each structure: GPR151 activ, TEAD-YAP inh, FBW7 act, MITF inh
COc1ccccc1-n1cnc2cc(C(=O)NCCN3CCOCC3)ccc21
    -0.9, 5, 0.0, 15
COc1ccccc1NS(=O)(=O)c1ccccc1C(F)(F)F
    0.1, 4, 0.0, -5
COc1cccc(-n2nc(C(=O)Nc3ccc4c(c3)OCO4)c3ccccc3c2=O)c1
    0.6, 10, -0.2, 5
COc1ccccc1N1CCN(c2ncnc3sc(C(=O)Nc4cc(C)on4)c(C)c23)CC1
    -0.3, 1, 0.1, -2
CC1=NN(c2cccc(C(=O)O)c2)C(=O)/C1=C\c1cccc(Br)c1
    -0.8, -8, 0.0, 19
CCn1c(N)nc2c1c(=O)n(C)c(=O)n2C
    -1.1, -5, 0.1, 16
